# Screening data deposited in PubChem by National Center for Advancing Translational Sciences (NCATS).
# uPA generation: cell surface uPA generation inhibition; cell surface uPA generation assay, qHTS; Potency, µM (doses to about 38.3 µM), inactives show at the highest dose activity change, negative = inhibition, hits mostly inhibitors; 330,000 tested, 0.31% active; active means well fitted inhibition curve with a large enough effect; inconclusive means small, poorly fitted or top-dose-only effect; inactive means no such curve, though single readings can be large or run the other way; tested in mouse RAW 264.7 cells; further: potency means the concentration at half of the fitted maximal effect; nearly all actives have a fitted effect of over 55% in size
# Eya2 phos inh: Eya2 (human) phosphatase inhibition; 330,000 tested, 0.006% active; Potency, µM (highest dose often 76.9 µM), for the others: top-dose activity, negative = inhibition, usual class: inhibitors; O00167; recombinant Eya2, OMFP fluorescence dephosphorylation (OMFP is methylfluorescein phosphate); further: potency means the concentration at half of the fitted maximal effect
#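 Eya2 protein (added as 0.2 uM solution) was preincubated with compound for 10 min at ambient temperature in 50 mM HEPES pH 7.5, 50 mM NaCl, 5 uM MgCl2, 0.05% BSA, 1 mM DTT. OMFP (added at 50 uM) then reacted 10 min; fluorescence read at 485/525 nm.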
# PKM2 act: activators of human pyruvate kinase M2; P14618; purified PKM2, Kinase-Glo ATP luminescence, activation; response scale: 0% is enzyme alone, no compound; Potency, µM (highest dose often 57.5 µM), for the others: at the highest dose activation, actives largely listed as activators; 260,000 tested, 0.34% active; AID 1631; further: potency means the concentration at half of the fitted maximal effect; nearly all actives have a fitted effect of over 55% in size
#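 Purified hPK-M2 (>95%) run at intermediate activity with 0.1 mM ADP and 0.5 mM PEP in 50 mM imidazole pH 7.2, KCl, MgCl2; 1 h room temperature. ATP formed read by Kinase-Glo luminescence; normalized to uninhibited and no-enzyme controls.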
# Coupling enz: counter-screen for Giardia aldolase inhibitors: coupling enzyme system; coupling enzyme system counterscreen, AmpLite Red fluorescence; activity change, negative = inhibition, % at 58.2 µM, hits read low; 290,000 tested, 0.67% active; AID 2472; in the data active means activity change below about -30%
#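 Counterscreen lacking aldolase: glyceraldehyde-3-phosphate coupling-enzyme reagent preincubated 10 min at RT with compound (at 57.5 uM final), then substrate/coupling system with AmpLite Red added; fluorescence read at 525/598 nm after 20 min RT.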
# BCR signal inh: chronic active BCR signaling inhibition | ABC-DLBCL IkBa-CBG/CBR reporter, luminescence ratio, 4 h | Potency, µM (series often up to 46.1 µM), inactives show at the top dose ratio change, negative = lower green/red ratio, actives largely listed as inhibitors | 340,000 tested, 0.05% active | AID 493014; active means well fitted inhibition curve with a large enough effect in the signal ratio, with a control signal flat, not every such curve was filed as active; inconclusive means small, poorly fitted or top-dose-only effect, or effect the other way, or a change in a side signal; the % refers to the signal ratio;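 further: potency means the concentration at half of the fitted maximal effect; plate controls were basal doxycycline-induced cells for no effect and cells given 10 µM MG132 for full effect; MG132 reads +100%, hits lower the ratio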
#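 Doxycycline induced both beetle luciferases in TMD8 lymphoma cells; IKK-driven degradation limits the IkappaBalpha-fused green signal, while red luminescence normalises for cell number and nonspecific effects. Compounds tested up to 46 uM, 4 hrs.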
# KCNH2 3.1 inh: inhibitors of human KCNH2 3.1 potassium channel isoform; 340,000 tested, 0.95% active; U2OS KCNH2 3.1, thallium flux FluxOr; stronger effect = lower value; activity change, % (tested at about 1.8 µM);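 active means maximum activity change below -70%; inconclusive means maximum activity change from -70% to -50%; inactive means maximum activity change above -50%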;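 further: thallium influx rate constant from kinetic fluorescence after stimulation buffer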
#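 Measured as rate of thallium-driven FluxOr signal in transduced U2OS cells carrying the 3.1 channel, read kinetically for 2 min upon stimulation; values are rate constants scaled to DMSO control wells.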
# USP2a block: USP2a (human) protease inhibition | 330,000 tested, 0.01% active | O75604 | Potency, µM (highest dose often 38.3 µM), for the others: top-dose activity change, negative = inhibition, actives largely listed as inhibitors | USP2 core, Ub-CHOP2 coupled fluorogenic reporter, 485/531;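 further: potency means the concentration at half of the fitted maximal effect; plate controls were DMSO wells for no effect and full inhibition by NEM control for full effect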
#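 Deubiquitinase activity read as fluorescence (485/531 nm) after Ub-CHOP2 cleavage activates the enterokinase reporter on its substrate; USP2 core 10nM, Ub-CHOP2 and substrate 25nM each, 30min compound preincubation then 60min RT; data normalized to NEM, curves fitted.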
# Giardia kill: Giardia lamblia killing | Giardia lamblia trophozoite viability | activity change, % at 7.66 µM, hits read low | 340,000 tested, 0.15% active | AID 540267; in the data active means activity change below about -80%; inconclusive means between about -30% and that limit;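 further: parasites exposed to compound for two days anaerobically before the ATP read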
#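 Each well holds 100 Giardia trophozoites and compound. After two days (48 hrs) at 37 deg C in anaerobic conditions, ATP is quantified by luminescence.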
# KCNH2 WT inh: blocks the wildtype human KCNH2 potassium channel; Q12809; U2OS, BacMam KCNH2, thallium flux FluxOr; stronger effect = lower value; activity change, % at 1.84 µM; 340,000 tested, 0.37% active; AID 720551;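 active means maximum activity change below -70%; inconclusive means maximum activity change between -70% and -50%; inactive means maximum activity change above -50%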
# Target sequence (Q12809 whole entry, looked up): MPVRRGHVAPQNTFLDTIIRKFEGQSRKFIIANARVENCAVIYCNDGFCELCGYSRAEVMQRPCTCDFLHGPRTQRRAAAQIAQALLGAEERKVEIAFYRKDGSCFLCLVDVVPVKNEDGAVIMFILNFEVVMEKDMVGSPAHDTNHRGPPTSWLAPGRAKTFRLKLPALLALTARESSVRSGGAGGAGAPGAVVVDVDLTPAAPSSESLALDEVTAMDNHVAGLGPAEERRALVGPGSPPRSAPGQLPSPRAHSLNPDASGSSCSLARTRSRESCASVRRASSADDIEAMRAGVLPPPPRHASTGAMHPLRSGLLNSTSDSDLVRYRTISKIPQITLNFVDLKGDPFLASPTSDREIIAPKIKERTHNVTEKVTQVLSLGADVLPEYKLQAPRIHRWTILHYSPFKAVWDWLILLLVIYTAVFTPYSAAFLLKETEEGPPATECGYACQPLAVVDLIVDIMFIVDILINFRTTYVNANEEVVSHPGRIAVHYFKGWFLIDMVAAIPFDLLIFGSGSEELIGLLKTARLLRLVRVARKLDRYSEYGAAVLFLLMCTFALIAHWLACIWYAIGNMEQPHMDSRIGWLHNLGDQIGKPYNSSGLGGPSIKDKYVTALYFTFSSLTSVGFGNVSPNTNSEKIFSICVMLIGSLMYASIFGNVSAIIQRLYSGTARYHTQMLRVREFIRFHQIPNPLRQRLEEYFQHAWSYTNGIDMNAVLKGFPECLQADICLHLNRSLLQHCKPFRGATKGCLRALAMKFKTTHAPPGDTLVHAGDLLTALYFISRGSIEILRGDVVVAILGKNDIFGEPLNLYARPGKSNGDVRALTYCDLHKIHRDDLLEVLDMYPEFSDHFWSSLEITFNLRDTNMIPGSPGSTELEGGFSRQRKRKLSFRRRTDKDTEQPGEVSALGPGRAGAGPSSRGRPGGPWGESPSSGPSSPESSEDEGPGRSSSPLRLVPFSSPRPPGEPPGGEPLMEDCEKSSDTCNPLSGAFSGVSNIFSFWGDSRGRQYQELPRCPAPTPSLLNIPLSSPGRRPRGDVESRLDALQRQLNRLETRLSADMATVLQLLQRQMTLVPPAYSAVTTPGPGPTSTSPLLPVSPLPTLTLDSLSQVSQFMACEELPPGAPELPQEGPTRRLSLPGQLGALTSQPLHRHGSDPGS
#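 U2OS cells were transduced with wild-type KCNH2 virus (2.03 x 10^8 / mL) for 4 h at room temperature, then cultured overnight at 37 C. Thallium flux was read with FluxOr dye. Rate constants were normalized to DMSO controls.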
# B2AR arrestin: recruits beta-arrestin to the human beta2-adrenergic receptor. AID 492947. Potency, µM (doses to about 46.1 µM), inactives show at the top dose activation, usual class: activators. beta-arrestin recruitment to beta2AR, cell-based reporter. 330,000 tested, 0.02% active. P07550;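 further: potency means the concentration at half of the fitted maximal effect; 0% = DMSO controls and full agonism = EC100 isoproterenol or metaproterenol; nearly all actives have a fitted effect of over 65% in size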
# GALK inhibitor: inhibitors of human galactokinase; P51570; Purified GALK, Kinase-Glo residual ATP luminescence; Potency, µM (series often up to 57.5 µM), for inactives: at the top dose activity change, negative = inhibition, usual class: inhibitors; 270,000 tested, 0.007% active; AID 1868; further: potency means the concentration at half of the fitted maximal effect
#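 Quantitative HTS: GALK 5 nM, ATP 35 uM, galactose 100 uM, 1 h room temperature, then luciferase-based ATP detection.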
# * marks the source's active call; other numbers are inactive results; i = inactive; u = inconclusive; x = no result given; [ ] = remark or other dose. Unless noted, the call rests on the fitted dose curve; in most records, active means well fitted curve in the direction sought with a large enough effect; inconclusive means small, poorly fitted or top-dose-only effect, or another doubt; inactive means no such curve, though single readings can be large; an effect the other way counts as inactive or inconclusive. Unless noted, on the % scale 0 is the no-effect control and ±100 the full control effect.
SMILES,uPA generation,Eya2 phos inh,PKM2 act,Coupling enz,BCR signal inh,KCNH2 3.1 inh,USP2a block,Giardia kill,KCNH2 WT inh,B2AR arrestin,GALK inhibitor
Cc1ccc(CNC(=O)c2ccc3c(=O)[nH]c4c(C(=O)NCC5CCCO5)sc(=S)n4c3c2)cc1 (stereo unspecified),-1%,7%,-5%,4,0%,2,-1%,-6,5,-0.1%,-1%
CS(=O)(=O)N(CC(=O)N1CCCCCC1)c1ccc(Br)cc1,x,1%,5%,1,0%,10,1%,10,3,-0.4%,0%
CC(/C=N/NC(=O)CSc1n[nH]c(=O)[nH]c1=O)=C\c1ccccc1,-2%,0%,1%,9,2%,-18,-2%,9,-5,10%,-3%
O=C(CN1CSCC1=O)N1CCN(S(=O)(=O)c2ccc(Cl)cc2)CC1,0%,9%,x,x,-3%,-1,-2%,-8,6,0.1%,x
O=C(Cc1ccccc1)NN1C(=O)C2C3C=CC([C@@H]2C1=O)C31CC1 (stereo partly specified),10%,-2%,-1%,2,-4%,x,2%,-17,-4,-0.3%,2%
Cc1cc(C(F)(F)F)nc(-n2cc(-c3ccccc3)nn2)n1,7%,4%,1%,2,u,5,-1%,u,3,-0.4%,1%
CCCN1CCN(CCCNC(=O)c2ccccc2NC(=O)C2=C(C)OCCS2)CC1,8%,-3%,x,x,-2%,4,1%,4,4,0.3%,7%
CCOC(=O)N1CCN(C(=O)c2cnc(Nc3ccccc3OC)c3ccccc23)CC1,-2%,18%,4%,0,0%,-193*,-1%,15,2,0.0%,3%
CC1=NN(c2ccc(C(=O)O)cc2)C(=O)/C1=C\c1ccc(OC(=O)c2cccs2)cc1,5%,u,-7%,-16,u,0,u,38[activator],5,0.2%,-4%
O=C(Cc1ccccc1)NCc1cccnc1,1%,-3%,-1%,1,-15%,-8,7%,10,0,0.3%,-1%
Cc1ccccc1NC(=O)C1c2cccc[n+]2CC(=O)N1Cc1ccc2c(c1)OCO2 (stereo unspecified),7%,-5%,4%,2,-7%,8,-15%,-27,20,0.1%,0%
CCOC(=O)c1c(C)[nH]c(C)c1S(=O)(=O)NCC1CCN(Cc2cccc(F)c2)CC1,u,-12%,x,x,-19%,-10,0%,-3,-11,0.4%,3%
COc1cccc(N2CCN(C(C)C(=O)NC34CC5CC(CC(C5)C3)C4)CC2)c1 (stereo unspecified),3%,-4%,x,-1,u,-9,4%,0,-9,-0.7%,-3%
CCCCNC(=O)C1c2ccccc2C(=O)N(c2ccc(OC)cc2)C1c1ccc(OC)cc1 (stereo unspecified),-9%,-2%,0%,4,u,11,1%,15,-2,4.0%,0%
COC(=O)c1ccc(COc2ccc(C)cc2[N+](=O)[O-])o1,-3%,-4%,-25%,1,-3%,-11,-5%,14,9,-0.1%,5%
C=CCNC(=O)C(=O)c1cccn1-c1ccsc1C(=O)OC,-1%,-8%,-10%,0,-9%,-24,-1%,-14,-6,0.0%,2%
CCOC(=O)c1c(C)n(C)c2ccc(OC)c(NC(=O)CN3CCSCC3)c12,-7%,4%,-2%,5,u,-24,1%,2,-24,-0.6%,0%
COc1ccc(COc2ccc(S(=O)(=O)N3CCCC3)cc2C(N)=O)cc1F,2%,4%,-1%,-3,10%,-3,0%,5,-3,0.5%,0%
COc1ccc(N(C(=O)c2ccco2)C(C(=O)NC2CCCCC2)c2cccs2)cc1OC (stereo unspecified),6%,5%,0%,-1,0%,-9,4%,2,25,0.1%,2%
CCOc1ccccc1NC(C)C(=O)Nc1cc(C(F)(F)F)ccc1N1CCOCC1 (stereo unspecified),4%,-11%,-3%,2,10%,-3,-2%,1,-3,-0.1%,-1%
Cc1nnc(N/N=C/c2ccccn2)[nH]c1=O,5%,2%,0%,-20,11%,-9,7%,-3,-8,-1.0%,-3%
Cc1ccc2oc(-c3cccc(NC(=O)Cn4cnc5c(=O)n(C)c(=O)n(C)c54)c3)nc2c1,x,-8%,-1%,-3,u,x,2%,x,x,-0.9%,2%
O=C(OCC(=O)N1CCc2ccccc21)c1ccc[n+]([O-])c1,-6%,19%,2%,3,3%,-9,2%,-5,6,-0.1%,0%
CC(C)(C)NC(=O)C(=O)NNC(=O)c1ccco1,u,1%,0%,2,0%,-13,0%,-26,-32,0.3%,-2%

# The final two entries of the part above open the next one.
SMILES,uPA generation,Eya2 phos inh,PKM2 act,Coupling enz,BCR signal inh,KCNH2 3.1 inh,USP2a block,Giardia kill,KCNH2 WT inh,B2AR arrestin,GALK inhibitor
O=C(OCC(=O)N1CCc2ccccc21)c1ccc[n+]([O-])c1,-6%,19%,2%,3,3%,-9,2%,-5,6,-0.1%,0%
CC(C)(C)NC(=O)C(=O)NNC(=O)c1ccco1,u,1%,0%,2,0%,-13,0%,-26,-32,0.3%,-2%
CC(=O)n1cc(Nc2ccccc2C(=O)O)c2ccccc21,2%,3%,-4%,2,0%,-13,-2%,-6,-8,-0.2%,8%
Cn1c(=O)c([N+](=O)[O-])c(Cl)c2ccccc21,-3%,12%,0%,1,u,0,0%,2,-8,-0.4%,1%
Cc1ccc(-c2nn(-c3ccc(F)cc3)cc2C(=O)N2CCN(C3CCS(=O)(=O)C3)CC2)cc1 (stereo unspecified),1%,11%,x,x,4%,-3,2%,1,-2,-0.1%,x
Cc1ccn2c(CNCCn3cccn3)c(C(=O)N3CCCCCC3)nc2c1,1%,-11%,-2%,2,u,0,2%,0,-8,0.1%,1%
COc1ccc(C)cc1NC(=O)Nc1cccc(C(=O)O)c1,1%,5%,-5%,6,12%,4,2%,20,-2,-0.7%,5%
CC(=O)N1CCc2c(sc(NC(=O)Cc3ccc(F)cc3)c2C#N)C1,-3%,6%,x,1,0%,12,-1%,12,2,0.2%,4%
O=C(N/N=C/c1cccs1)c1ccccn1,-28%,-13%,-27%,2,u,7,-4%,12,4,0.3%,2%
COc1ccc(NC(=S)N(Cc2ccc(C(=O)O)cc2)Cc2ccc(OC)c(OC)c2)cc1,-2%,-16%,-6%,2,-9%,6,-1%,6,1,-0.2%,5%
COc1ccc(Cc2nnc(SCC(=O)N(C)CC(=O)Nc3ccc(C)cc3)o2)cc1,-10%,-6%,x,x,u,-7,0%,2,-10,0.4%,x
CCOC(=O)C1=C(COC(=O)/C=C/c2ccc(SC)cc2)NC(=O)NC1C (stereo unspecified),-9%,-3%,x,x,u,0,1%,-4,2,0.3%,x
O=C(NCc1cccnc1)c1cccc(-c2cc3ccccc3oc2=O)c1,-4%,2%,-1%,-2,-6%,0,0%,u,i,0.4%,-1%
O=C(CC12CC3CC(CC(C3)C1)C2)N1CCCC1,-5%,12%,-11%,3,u,7,-4%,-4,5,0.1%,0%
O=C(CSc1nnnn1C1CCCCC1)Nc1ccccc1N1CCOCC1,-4%,-3%,u,-11,0%,-15,-2%,9,-7,-0.9%,1%
Cc1ccc(CNC(=O)CN(C)S(=O)(=O)c2cccc3nsnc23)cc1,0%,-15%,-5%,0,3%,1,2%,10,7,-0.2%,0%
Cc1nc(Cl)cc(N/N=C/c2ccc(O)cc2)n1,u,u,-3%[11.5 µM],0,u,2,-2%,0,6,-1.1%,-3%
O=C(NCCN1C(=O)S/C(=C\c2ccc(OC(F)F)cc2)C1=O)C1=COCCO1,-11%,-17%,x,x,u,-8,-1%,1,3,0.3%,x
COc1ccc(/C=C/c2nc3ccccc3n2Cc2ccc(OC)c(OC)c2)cc1,u,3%,-3%,-18,u,-6,-1%,-27,x,-0.9%,4%
C=CCC[C@@H](Cc1ccc(F)cc1)C(=O)OC[C@@H](NC(=O)[C@H](CC=C)CC(=O)NCCO)C(C)(C)C,-2%,8%,x,x,u,8,3%,-25,8,-1.2%,x
Cc1ccccc1CSc1nnc(CCCCCNC(=O)OC(C)(C)C)o1,2%,-10%,-12%,0,2%,5,2%,2,0,-0.2%,1%
COc1cc(Br)c(CN2C(=O)NC3(CCCCCC3)C2=O)cc1OC,2%,u,-1%,10,18%,-11,-5%,-11,-1,-0.2%,-2%
COC(=O)c1cnc2c(C(F)(F)F)cccc2c1OC,-6%,-1%,-1%,-1,3%,-12,1%,-7,-10,-0.2%,-1%
Cc1ccc(S(=O)(=O)NNC(=S)NCCc2ccccc2)cc1,-7%,u,0%,1,-1%,-10,2%,-28,8,-0.6%,-2%
Cc1ccc(O)c(C(=O)c2coc(=N)c(C(=O)NC(C)C)c2)c1,x,-11%,-13%,0,u,31,1%,-13,0,0.1%,0%
Cc1c(N=C2C=C(Br)C(=O)C(Br)=C2)c(=O)n(-c2ccccc2)n1C,-2%,-26%,8%,-5,8%,6,2%,10,1,0.9%,-2%
CC(C)(C)NC(=O)CSc1nc(O)cc(=O)n1-c1ccccc1F,1%,38%,-1%,3,0%,-6,u,4,-1,-0.2%,0%
O=C(C1CCCC1)N1CCN=C1SCc1cccc([N+](=O)[O-])c1,-7%,-8%,1%,-1,u,25,1%,6,-2,-0.2%,1%
